M1 ag parental = M1 agonist counterscreen hit in parental CHO-K1 cells | Fluo-8 calcium fluorescence; scaled to maximal ATP response, vehicle zero | activation, % at 3 µM | 360,000 tested, 0.48% active | AID 602248; in the data active = activation above about 15%;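 note: untransfected CHO-K1 host cells lacking M1 receptor as counterscreen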
TAAR1 ag = human TAAR1 agonism | AID 624467 | CHO RD-HGA16 TAAR1, Fluo-8 calcium fluorescence; vehicle wells 0%, saturating PEA agonist 100% | Q96RJ0 | 360,000 tested, 0.99% active | activation, % at 3 µM;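 active = activation above the mean activation of all test compounds in the run plus 3 SD, cut at about 38% in these data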
Target sequence (Q96RJ0 whole entry, looked up): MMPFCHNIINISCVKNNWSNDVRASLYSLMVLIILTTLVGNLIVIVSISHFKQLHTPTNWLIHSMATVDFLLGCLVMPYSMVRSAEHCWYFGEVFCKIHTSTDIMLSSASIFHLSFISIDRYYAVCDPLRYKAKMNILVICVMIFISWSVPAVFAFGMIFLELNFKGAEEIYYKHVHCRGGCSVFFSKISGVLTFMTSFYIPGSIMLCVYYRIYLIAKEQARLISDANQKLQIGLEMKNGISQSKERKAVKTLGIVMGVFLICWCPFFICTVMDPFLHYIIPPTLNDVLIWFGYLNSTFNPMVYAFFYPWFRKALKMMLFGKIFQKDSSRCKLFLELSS
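System: CHO-derived RD-HGA16 cells with stable Gα16 and human TAAR1 / Times: 17-24 h plating, Fluo-8 75 min 37 °C, 30 min RT / Technique: calcium-sensitive Fluo-8 signal, excitation 470-495, emission 515-575 nm / Measure: % activation relative to PEA EC100 response / Benchmarks: DMSO and PEA EC100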
CHO-K1 Ca PAM = counter-screen for M1 PAMs: effect in parental CHO-K1 cells; ATP EC20, Fluo-8 calcium fluorescence; 0% at ATP EC20, 100% at ATP max; activation, % at 3 µM; 360,000 tested, 0.02% active; AID 602247;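 active = activation above the run cutoff, the mean activation of all test compounds plus 3 SD, cut at about 40% in these data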;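 note: peak over basal fluorescence ratio in a 140 s read after ATP addition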
M1 antag = blocks human M1 muscarinic receptor; P11229; CHO-K1 hM1, Fluo-8 calcium fluorescence, ACh EC80 antagonist; inhibition, % at 3 µM; 360,000 tested, 1.3% active;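 active = percent inhibition above its own plate's cutoff, namely the mean of that plate's compound wells plus 3 SD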;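 note: peak over basal fluorescence ratio during 140 s after agonist addition; 0% = ACh EC80 plus DMSO and 100% = DMSO alone without agonist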
Target sequence (P11229 whole entry, looked up): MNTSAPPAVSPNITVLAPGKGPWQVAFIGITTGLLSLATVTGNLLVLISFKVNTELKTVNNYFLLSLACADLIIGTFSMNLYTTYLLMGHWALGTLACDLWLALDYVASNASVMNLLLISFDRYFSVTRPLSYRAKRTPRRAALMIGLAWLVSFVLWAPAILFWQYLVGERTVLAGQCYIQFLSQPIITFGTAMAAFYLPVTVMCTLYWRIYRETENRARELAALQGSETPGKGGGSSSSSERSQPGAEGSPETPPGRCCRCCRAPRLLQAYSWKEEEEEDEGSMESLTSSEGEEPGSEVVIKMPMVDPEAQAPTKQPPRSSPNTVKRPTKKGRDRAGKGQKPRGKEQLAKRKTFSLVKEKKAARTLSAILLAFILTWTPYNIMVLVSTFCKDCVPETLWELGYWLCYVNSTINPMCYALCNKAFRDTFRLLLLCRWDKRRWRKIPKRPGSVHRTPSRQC
M1 PAM = human CHRM1 positive allosteric modulation; P11229; CHO-K1 hM1, Fluo-8 calcium fluorescence, ACh EC20; 0% = ACh EC20, 100% = maximal ACh; activation, % at 3 µM; 360,000 tested, 0.088% active; AID 588819; in the data active = activation above about 19%, passing the limit was not always enough
CHO-K1 Ca antag = counter-screen for M1 antagonists: effect in parental CHO-K1 cells; ATP-induced calcium, Fluo-8 fluorescence; inhibition, % at 3 µM; 360,000 tested, 0.6% active; AID 602250;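 active = inhibition above a per-plate cutoff, the plate's mean sample inhibition plus 3 SD, cut at about 24% in these data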;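 note: 0% = DMSO plus EC80 ATP and 100% = DMSO alone without ATP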
CHO parental Ca = counter-screen: ATP calcium response change in parental CHO cells; inhibition, % at 5.6 µM; parental CHO-K1, ATP-induced calcium, Fluo-8 fluorescence; 330,000 tested, 0.63% active;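 active = inhibition above that plate's mean sample inhibition plus 3 SD, cut at about 26% in these data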;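 note: 0% = ATP-challenged DMSO wells and 100% = DMSO wells without ATP; some compounds past the cut are filed as inactive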
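Material: parental CHO cells / Compound: single nominal dose of 5.6 µM per compound / Signal: Fluo-8 fluorescence / Replicates: singlicate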
TAAR1 antag = human TAAR1 antagonism; CHO RD-HGA16 TAAR1, Fluo-8 calcium fluorescence, antagonist; 360,000 tested, 1.5% active; Q96RJ0; AID 624466; inhibition, % at 3 µM;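 active = inhibition above a per-plate cutoff, the mean inhibition of test compounds on that plate plus 3 SD, cut at about 49% in these data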;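 note: 0% = DMSO plus EC80 beta-PEA response and 100% = DMSO alone without agonist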
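Test system – hTAAR1-expressing CHO RD-HGA16 cells, Gα16-coupled · Also added – β-PEA at EC80 concentration, post-compound challenge · Compound – 3 µM, single point · Incubation – dye loading 75 min at 37 °C, then 30 min room temperature · Measured by – Fluo-8 intracellular calcium dye fluorescence, real-time kinetic reads · Benchmarks – vehicle and agonist controls · Replicates – singlicate, one well per test compound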
M1 ag = activates human CHRM1 receptor | 360,000 tested, 0.33% active | P11229 | activation, % at 3 µM | CHO-K1 hM1, Fluo-8 calcium fluorescence, agonist mode; 0% DMSO, 100% acetylcholine EC100;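 active = activation above the run's mean compound activation plus 3 SD, cut at about 16% in these data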;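 note: peak over basal fluorescence ratio within a 140 s kinetic read after compound addition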
* hit, by the source's call; nt = not tested or not shown.

SMILES	M1 ag parental	TAAR1 ag	CHO-K1 Ca PAM	M1 antag	M1 PAM	CHO-K1 Ca antag	CHO parental Ca	TAAR1 antag	M1 ag
Cc1cc(C)n2nc(SCC(=O)N(CCC#N)c3ccccc3F)nc2n1	5.1	0	-2	-6	10	10	-8	11	-4
O=C(CSc1n[nH]c(=O)n1C1CC1)Nc1ccc(F)c(Cl)c1	0.4	3	14	-7	7	-9	6	10	-1
NC(=O)CCc1nc2cc(C(F)(F)F)ccc2n(Cc2ccccc2)c1=O	1.1	3	6	-6	8	-15	0	-2	-4
COc1ccc(CC(=O)OCC(=O)Nc2cccc(C(C)=O)c2)cc1OC	0.8	2	12	1	3	4	nt	-7	0
CCOC(=O)c1c(NC(=O)COC)sc(C)c1C	0.0	10	2	3	3	-6	1	4	-5
CCOC(=O)c1c(C)[n+](-c2ccc(C)cc2)c(CC)c2cc(OC)c(OC)cc12	0.9	2	14	-1	2	-6	-8	5	-9
CCOc1ccccc1NC(=S)N1CCCCCC1	0.7	3	8	-13	4	2	-6	-1	-3
N/C(=N\OC(=O)C1CCCCC1)c1cccnc1	0.7	nt	17	7	-5	-5	-4	nt	6
CCCCCC(=O)OCc1ccc(C2=CC(=O)CC(C)(C)C2=O)cc1	2.3	2	14	-14	5	-2	nt	22	-3
CCn1c(SCCN2CCCCC2)nc2c1c(=O)n(C)c(=O)n2C	0.2	1	13	-14	2	-9	nt	-6	-8
CCN1CCN(c2nc3sc4c(c3c(=O)n2-c2ccc(OC)cc2)CCCCC4)CC1	-0.2	2	10	-6	12	-8	-13	13	-7
COC(=O)CNC(=O)CNC(=O)Nc1ccccc1	0.5	5	-2	-8	7	-6	-8	-1	-4
COc1ccccc1N1CCN(C(=O)C(=O)c2c(C)n(C)c3ccccc23)CC1	3.1	4	-13	-1	-5	1	-18	-6	-2
C#CCN(C)Cc1ccccc1	0.9	2	26	-29	4	-15	0	-11	-4
CC1CCCCN1CC(=O)Nc1ccc2c(c1)OCO2 (stereo not drawn)	0.9	8	15	-5	3	-15	-8	-15	-8
COc1cccc(NC(=O)CSc2nnc3ccc(-c4ccccn4)nn23)c1	0.0	0	3	-6	7	-13	nt	-15	-4
COCCCNC(=O)c1cc(Nc2ccc(OC)cc2OC)nc2ccccc12	4.8	9	13	-6	2	-7	-21	0	-3
CCOc1cc(C(=O)Nc2ccc(C(=O)NCCN(CC)CC)cc2)ccc1OCC(=O)N1CCOCC1	1.0	0	-4	3	-1	1	nt	-12	-8
COc1ccc(C(CNC(=O)c2cc(S(=O)(=O)N3CCCCC3)ccc2C)N2CCCC2)cc1 (stereo not drawn)	-1.5	2	11	-12	8	-21	nt	18	-9
CC(=O)NS(=O)(=O)c1ccc(NS(=O)(=O)c2ccccc2[N+](=O)[O-])cc1	0.7	12	6	-5	7	-2	-1	11	-2
COc1cc(C)c(Br)cc1S(=O)(=O)N1CCCC1	0.6	14	20	-9	-7	-7	-14	5	1
Cc1ccc(NC(=O)CN(C)C(=O)c2cc(S(=O)(=O)N(C)C)ccc2N2CCCC2)cc1	0.4	2	-14	2	6	3	-21	-24	-2
Nc1cc(=O)nc(SCC(=O)NC2CCCCC2)n1-c1ccccc1	0.0	6	4	-7	10	-7	-4	1	-3
CCOc1cc(C(=S)N2CCCCC2)ccc1OS(=O)(=O)c1ccc(Br)cc1	0.7	-2	18	1	-3	-2	12	14	-6
CCCCNC(=O)N1CCN(C(=O)c2ccco2)CC1	0.2	2	19	-4	5	-10	-3	-11	-5

(more compounds)
SMILES	M1 ag parental	TAAR1 ag	CHO-K1 Ca PAM	M1 antag	M1 PAM	CHO-K1 Ca antag	CHO parental Ca	TAAR1 antag	M1 ag
Cc1ccc(S(=O)(=O)NCCSc2nnnn2-c2cc(C)ccc2C)cc1	3.7	7	12	-4	-1	2	3	8	2
Cc1cc(C(=O)N/N=C/C=C/c2ccc([N+](=O)[O-])cc2)n[nH]1	0.6	4	-10	-5	2	-1	-2	17	-2
CCN1CCN(Cc2cc(=O)oc3ccc(Cl)cc23)CC1	0.0	10	6	-2	0	-14	-11	-10	-5
Cc1cc(C)c(NC(=O)COC(=O)Cn2nc(-c3ccccc3)oc2=O)c(C)c1	0.0	3	-14	2	1	-1	-4	-14	-3
CC(C)OC(=O)CC(=O)CSc1nc2c(cc1C#N)CCCCC2	1.0	4	1	-1	2	-6	-3	9	-3
Cc1cn([C@H]2C[C@H](O)[C@@H](CNCc3ccccc3OCCCN3CCOCC3)O2)c(=O)[nH]c1=O	-0.5	3	-6	-3	-3	-1	nt	-21	-9
CCN(CC)c1ccc(S(=O)(=O)N2CCOCC2)cc1NC(=O)CSC(=S)N1CCCC1	1.1	-2	23	-2	-7	-22	-4	-36	-7
COC(=O)c1c(-c2ccc(C)cc2)csc1NC(=O)C1CC=CCC1C(=O)O (stereo not drawn)	1.5	4	17	8	-10	-1	2	-18	-5
CCNC(=O)C1CC(=O)OC12CCCCC2 (stereo not drawn)	0.0	2	6	-14	12	-14	6	-6	7
O=C(NNc1cc(N2CCCC2)nc(N2CCCC2)n1)c1ccc([N+](=O)[O-])cc1	-0.4	3	12	-6	3	-9	-15	1	-6
COc1ccc(N2CC(C(=O)Nc3c4c(nn3-c3ccc(OC)cc3)CS(=O)(=O)C4)CC2=O)cc1 (stereo not drawn)	0.7	2	5	-26	26*	-2	-9	7	1
O=C(NCC1OCCc2ccccc21)C1COc2ccccc2O1 (stereo not drawn)	0.4	nt	18	-4	10	0	-13	nt	-10
CN(CCN1CCOCC1)C(=O)c1cc(COc2ccc(F)c(F)c2)on1	2.0	7	6	-17	3	-3	-7	-15	-1
O=C(NNC(=O)c1ccccc1-n1cccc1)c1ccc(Cl)c(Cl)c1	0.3	8	20	-16	0	-11	-20	-1	-2
CC(=O)C1=C(O)C(=O)N(C)C1c1ccccc1F (stereo not drawn)	0.0	0	-2	2	3	7	0	-12	-2
Cn1c(=O)c2c(nc(NN=C3CCCCC3)n2C)n(C)c1=O	-0.2	3	11	-4	8	-1	-16	1	-7
O=C(Nc1cccc(-c2ccc(N3CCOCC3)nn2)c1)c1ccccc1Cl	1.8	5	-14	9	-5	2	6	15	-3
CCN(CC(=O)NC1CCCCCC1)S(=O)(=O)c1ccccc1	0.6	7	-5	-9	8	11	-4	16	-4
CC(=O)NS(=O)(=O)c1ccc(NC(=O)CSc2ccccc2)cc1	0.9	10	14	0	6	-10	5	-13	0
COC(=O)c1cc(=O)nc2sc3cc(OC)ccc3n12	0.2	1	10	-7	5	-5	3	-4	-2
CCOC(=O)CNC(=O)N1CCc2ccc(NC(=O)c3ccccc3Cl)cc2C1	0.8	2	15	-22	16	-8	-13	7	-3
CCCCN(C(=O)NCCCCCCNC(=O)N(CCCC)C1CCS(=O)(=O)C1)C1CCS(=O)(=O)C1 (stereo not drawn)	0.4	2	-8	5	11	-1	-7	-8	-1
COC(=O)C1CCN(C2CN(Cc3ccc(C)cc3)S(=O)(=O)C2)CC1 (stereo not drawn)	0.1	-1	4	7	0	19	nt	-18	-3
COc1ccc(NC(=O)CSCC(=O)Nc2cccc(S(=O)(=O)N3CCCCCC3)c2)cc1	1.2	9	3	-15	8	6	-9	24	-3
CCC1CCCCN1C(=O)CCc1nnc(Cc2cc(OC)ccc2OC)o1 (stereo not drawn)	2.1	2	19	-7	10	-16	-18	-11	-4

Later entries
SMILES	M1 ag parental	TAAR1 ag	CHO-K1 Ca PAM	M1 antag	M1 PAM	CHO-K1 Ca antag	CHO parental Ca	TAAR1 antag	M1 ag
N#CCCn1nc2c(c1N)CCC2	0.4	1	16	-16	6	-21	nt	-2	1
CSc1nc(Oc2ccc(F)cc2F)cc(C(F)(F)F)n1	-0.2	3	0	-12	17	26*	-5	-22	2
Cc1ccccc1N1CCN(CCC(=O)Nc2ccc(F)cc2)CC1	2.6	3	9	-11	4	-6	-17	-10	-3
CC(C)N(Cc1ccccc1)C(=O)CN1C(=O)NC(Cc2ccccc2)(c2ccccc2)C1=O (stereo not drawn)	1.0	-1	11	-6	9	-14	-17	-18	-3
Cn1c(=O)n(C)c2cc(C(=O)Nc3ccc4c(c3)OCO4)ccc21	-0.2	1	14	-13	10	-4	-18	13	-1
Cc1ccc(C)c(-n2c(SCC(=O)NCC3CCCO3)nnc2-c2ccoc2C)c1 (stereo not drawn)	-0.1	nt	21	-24	1	-13	-14	nt	-4
COCCC(=O)NC1CCCc2c1cnn2-c1cccc(C)c1C (stereo not drawn)	1.3	3	-4	-1	-2	-3	-9	8	-4
Cc1cc(C)c2nc(N3CCC(C(=O)N4CCN(C(=O)c5ccco5)CC4)CC3)sc2c1	0.2	11	-6	2	-2	9	-36	-5	-5
COc1cccc(NC(=O)C2CCN(S(=O)(=O)c3ccc4c(c3)NC(=O)CO4)CC2)c1	0.1	1	4	-8	6	-14	-4	14	-3
CN(C(=O)CSc1n[nH]c(N)n1)C1CCCCC1	0.1	3	5	4	0	2	3	-23	-4
Cc1ccc(NC(=O)CSc2nc(O)c(Cc3ccccc3)c(=O)n2-c2ccccc2)cc1	4.5	-1	3	-2	6	8	-6	18	-3
O=C1CCN(Cc2ccccc2)C=C1c1ccc(Cl)cc1	2.8	12	14	-8	11	-9	-8	4	-1
Fc1ccc(-c2ccc(CNCc3ccccn3)o2)cc1	0.3	1	2	-9	5	3	-14	-6	-4
CCOC(=O)Cc1c(-c2cccc(Br)c2)nc2c3ccccc3ccn12	0.8	-1	-8	nt	nt	16	nt	23	nt
C/C(=N\NC(=O)c1ccc(Br)cc1)c1cccnc1	-0.4	-1	-1	1	-2	-8	nt	-2	-3
COc1ccc(Cl)cc1C(=O)NCC(=O)OCc1ccccc1	0.6	-1	1	-10	9	-3	-20	-26	-5
O=C(Nc1nnc(-c2ccccc2)s1)c1cccc(S(=O)(=O)N2CCOCC2)c1	0.1	6	-6	7	-4	9	-9	-13	2
Nc1cc(=O)[nH]c(SCC(=O)Nc2cccc(Cl)c2)n1	0.2	11	23	-8	16	-11	1	8	-7
CCOC(=O)CSc1nc(C(C)C)nc2ccccc12	0.2	15	9	-12	11	0	-20	-12	-1
COc1cc(C(=O)OCC(=O)NCCC2=CCCCC2)cc(OC)c1OC	0.7	-1	13	-7	5	-12	nt	-41	-5

Record cards, as listed above.
`CN(C(=O)CSc1n[nH]c(N)n1)C1CCCCC1` is listed as M1 ag parental = 0.1; TAAR1 ag = 3; CHO-K1 Ca PAM = 5; M1 antag = 4; M1 PAM = 0; CHO-K1 Ca antag = 2; CHO parental Ca = 3; TAAR1 antag = -23; M1 ag = -4
`N#CCCn1nc2c(c1N)CCC2` is listed as M1 ag parental = 0.4; TAAR1 ag = 1; CHO-K1 Ca PAM = 16; M1 antag = -16; M1 PAM = 6; CHO-K1 Ca antag = -21; CHO parental Ca = nt; TAAR1 antag = -2; M1 ag = 1
`CCOC(=O)Cc1c(-c2cccc(Br)c2)nc2c3ccccc3ccn12` is listed as M1 ag parental = 0.8; TAAR1 ag = -1; CHO-K1 Ca PAM = -8; M1 antag = nt; M1 PAM = nt; CHO-K1 Ca antag = 16; CHO parental Ca = nt; TAAR1 antag = 23; M1 ag = nt

Source: PubChem (The Scripps Research Institute Molecular Screening Center)
